# RAD54 inh – RAD54 (human) branch migration inhibition | Q92698 | RAD54 Holliday junction branch migration, FAM/BHQ fluorescence | inhibition, % at 10.4 µM | 360,000 tested, 0.14% active;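 active = mean normalized replicate activity at least 40 and at least half of replicates scoring 40 or more; inconclusive = only one of the two criteria met; inactive = mean below 40 and under half of replicates reaching 40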;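 also: 0% = median of neutral control wells and 100% = median of positive control wells; inhibitors cause a drop in the FAM fluorescence signal; in these data hits start at about 50%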
# Target sequence (Q92698 whole entry, looked up): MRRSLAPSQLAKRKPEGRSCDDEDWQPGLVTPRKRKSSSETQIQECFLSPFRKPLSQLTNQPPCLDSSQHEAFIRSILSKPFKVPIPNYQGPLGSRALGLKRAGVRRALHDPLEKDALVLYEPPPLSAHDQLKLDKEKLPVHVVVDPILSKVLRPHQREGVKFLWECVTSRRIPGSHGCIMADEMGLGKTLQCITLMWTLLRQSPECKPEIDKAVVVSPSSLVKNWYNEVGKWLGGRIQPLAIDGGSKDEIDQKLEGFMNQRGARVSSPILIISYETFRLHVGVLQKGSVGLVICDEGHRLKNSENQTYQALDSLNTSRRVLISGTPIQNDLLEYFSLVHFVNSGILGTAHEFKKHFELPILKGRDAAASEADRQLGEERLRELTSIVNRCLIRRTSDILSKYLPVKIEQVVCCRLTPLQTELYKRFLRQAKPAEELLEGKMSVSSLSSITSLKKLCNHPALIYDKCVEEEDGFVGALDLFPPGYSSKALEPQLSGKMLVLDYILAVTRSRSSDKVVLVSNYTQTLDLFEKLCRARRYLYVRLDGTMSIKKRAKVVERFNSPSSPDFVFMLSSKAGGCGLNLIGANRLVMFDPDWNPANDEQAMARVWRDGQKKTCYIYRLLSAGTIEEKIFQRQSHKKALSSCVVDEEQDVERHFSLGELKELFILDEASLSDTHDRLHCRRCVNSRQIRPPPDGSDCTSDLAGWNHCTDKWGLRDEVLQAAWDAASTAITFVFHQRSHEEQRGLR
# esBAF inh – blocks esBAF chromatin remodeling in mouse ES cells; Bmi1-luciferase knock-in reporter, 24 h; 100% = twice the neutral-well signal; reporter increase, % at 12.5 µM; 350,000 tested, 2% active; in the data active = activation above about 40%; inconclusive = no clear call, values can overlap the other calls;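 also: 0% = median of the plate's neutral control wells and 100% = double that signal; a rise in the Bmi1 reporter signal indicates esBAF inhibition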
# Active calls of the source: *; ? = inconclusive. Not all compounds are listed (hit frequency here may not be typical).
SMILES,RAD54 inh,esBAF inh
COc1ccc(C2C(Oc3ccccc3)C(=O)N2c2ccc(C)c(C)c2)cc1OC (centres undefined),-3,-2
COc1ccc(-c2nnc(SCC(=O)N3CCCc4ccccc43)o2)cc1OC,-11,-8
CC1=C(NCCc2ccccc2)CCC1=O,-3,5
O=C(NCCc1c[nH]c2ccccc12)c1ccc(S(=O)(=O)NCc2ccco2)cc1,5,-7
c1ccc(-c2nc3ccccc3o2)nc1,3,46*
CCCCCn1c(CN2CCN(c3cccc(Cl)c3)CC2)nc2c1c(=O)n(C)c(=O)n2C,0,-4
COc1ccc(/C=C/C(=O)c2ccc3c(c2)OCCO3)cc1[N+](=O)[O-],4,-16
O=C(COc1ccc(Br)cc1)Nc1ccc(-c2nnc(-c3ccco3)o2)cc1,-1,15
O=C(CSc1nnc(-c2cccnc2)n1CCc1ccccc1)N1CCCCC1,-8,-1
COc1ccc(NC(=O)Cn2cnc3c(cnn3-c3ccc(C)c(C)c3)c2=O)c(OC)c1,-3,-5
COc1ccc(CCNC(=O)CSc2nc(C)nc3c2oc2ccccc23)cc1OC,4,-5
COc1cc(OC)c(-c2nnc(-c3ccc(OC)c(OC)c3OC)o2)cc1OC,22,5
COc1cccc(-n2nnc3c(=O)n(Cc4c(F)cccc4Cl)cnc32)c1,-3,15
CSc1nn(CCc2ccncc2)c(=S)s1,-1,11
c1cnc(Oc2ccc3oc4ccccc4c3c2)nc1,-5,33
COC(=O)[C@@H](NC(=O)Nc1ccc2c(c1)OCCO2)C(C)C,4,7
Cc1ccc(NC(=O)CSc2nnc(-c3ccccc3Br)o2)cc1C,1,25
Cc1cc(NC(=O)c2ccc(N(C)S(=O)(=O)c3ccccc3)cc2)no1,-10,-9
CC(C)CC(c1nnnn1Cc1ccco1)N1CCN(c2cccc(Cl)c2)CC1 (centres undefined),10,5
CCOC(=O)N1CCC(NC(=O)CCCN2C(=O)CSc3ncccc32)CC1,-11,-9
CC(C)=C1C2C=CC1C(C(=O)Nc1cc(C)ccc1C)C2C(=O)O (centres undefined),9,1
COc1cccc(Sc2ccccc2CN(C)C)c1,0,3
CCOC(=O)c1[nH]c(C)c(C(=O)OCc2c(C)noc2C)c1C,-5,-6
O=C(COc1ccccc1)Nc1ccccc1N1CCCCC1,-11,-41
CN(C)c1nc(Cl)cc(N2CCOCC2)n1,2,5
# (further entries)
SMILES,RAD54 inh,esBAF inh
COc1ccccc1OCCCCOc1ccccc1F,-8,?
CCN(CC)S(=O)(=O)c1ccc(NC(=O)C(C)N(c2ccccc2)S(C)(=O)=O)cc1 (centres undefined),-14,5
Cc1ccc(C2CC(=O)NC3=C2C(=O)CCC3)cc1Br (centres undefined),-6,14
COc1ccc(CSc2n[nH]c(C)n2)cc1Br,-5,26
COc1ccc(C(=O)O)cc1S(=O)(=O)N(C)CCc1cccnc1,-11,1
CCOc1ccccc1N1C(=O)c2ccc(C(=O)O)cc2C1=O,6,-5
CCCCCn1c(CN2CCN(C(=O)OCC)CC2)nc2c1c(=O)[nH]c(=O)n2C,2,7
COc1ccc(Cn2nnc3c(=O)[nH]c(C4CCN(C(=O)c5ccccc5Cl)CC4)nc32)cc1,-13,-9
COc1ccc(C(=O)Nc2ccc(NC(C)=O)cc2)cc1S(=O)(=O)N1CCCCC1C (centres undefined),5,5
COC1(c2ccccc2)NC(=S)NN=C1c1ccccc1 (centres undefined),-27,-5
CC1(C)CC(=O)C2=C(C1)N(Cc1ccccc1)C(=O)C2(O)C(F)(F)F (centres undefined),-15,9
Cc1csc2c(C#N)c(=O)c3c(n12)CCC3,6,0
COc1ccc(-c2nnc(SC(C)C(=O)Nc3ccc4c(c3)OCCO4)o2)cc1 (centres undefined),5,46*
Cc1cc(C)nc(NS(=O)(=O)c2ccc(NC(=O)CCC3COc4ccccc4O3)cc2)n1 (centres undefined),-18,-3
O=C(c1cnn2cccnc12)N1CCN(c2ccccc2)CC1,-7,23
C1=C(CCNC2=NCCCCC2)CCCC1,0,0
Cc1cc(C)cc(-c2nnc(SCC(=O)c3ccc4c(c3)OCCO4)o2)c1,4,-4
Cc1ccc(NC(=O)c2ccc(N/N=C/c3cccc(O)c3)c([N+](=O)[O-])c2)cc1,1,0
Cc1ccc(-n2c(=O)cc(N3CC(C)CC(C)C3)[nH]c2=O)cc1 (centres undefined),9,-2
COc1ccc(Cc2nnc(SCC(=O)N3CCN(c4ccccc4)CC3)o2)cc1,1,-8
CC1(C)Cc2c(C#N)c(OCC(=O)c3ccc(Cl)cc3)nc(-c3ccoc3)c2CO1,5,-14
Cc1nn(-c2ccccc2)c(Cl)c1C(=O)N1CCN(c2ncnc3c2cnn3-c2ccccc2)CC1,0,9
Cc1cc(NC(=O)c2cc3ncc(Br)cn3n2)no1,-13,-7
COc1cc2cc(CN(Cc3nnnn3Cc3ccccc3)CC3CCCO3)c(=O)[nH]c2cc1OC (centres undefined),-2,29
COc1ccc(-c2cc(C(F)(F)F)n3ncc(C(=O)NCC4CCCO4)c3n2)cc1 (centres undefined),-12,-16
# Other records follow:
SMILES,RAD54 inh,esBAF inh
COc1cc(Br)cc(/C=N/c2ncn[nH]2)c1O,-5,-6
Cn1cc(C(=O)N/N=C/C(Br)=C\c2ccccc2)ccc1=O,-7,6
Nc1nc2n(c1C(=O)c1ccccc1)CCC2,-4,-8
O=C(CC(=O)NCc1cccnc1)NCc1cccnc1,5,-3
COc1cc(-c2nnc(SC(C)C(=O)Nc3c(C)n(C)n(-c4ccccc4)c3=O)o2)cc(OC)c1OC (centres undefined),-4,2
CN(C)C(=S)NC1(C)CCS(=O)(=O)C1 (centres undefined),-5,-4
Cc1ccc2nc(C)cc(N3CCOCC3)c2c1,10,2
Nc1nonc1-c1noc(N2CCOCC2)n1,1,3
Cc1cccn2c(/C=N/OCc3ccc(F)cc3)c(-c3ccc(Cl)cc3)nc12,2,-3
Cc1ccc(/C=N/c2sc3c(c2C#N)CCC3)s1,-6,29
COc1ccc(C(=O)NCCCN2CCOCC2)cc1OC,-4,-7
COc1ccc(C)cc1NC(=O)CN(C)S(=O)(=O)c1ccc2c(c1)c(=O)n(C)c(=O)n2C,-5,-12
Cc1cc(N2CCCC2=O)cc(C)c1S(=O)(=O)NCCOc1ccccc1,3,1
c1ccc(-c2nc(N3CCCCC3)nc3ccccc23)cc1,5,0
Cc1c(NC(=O)CSc2nccn2C)c(=O)n(-c2ccccc2)n1C,5,1
COc1cccc(/C=N\NC(=O)C2C(=O)NCC2c2ccccc2)c1O (centres undefined),0,7
Cc1ccccc1C(=O)NC(=S)Nc1ccc(S(=O)(=O)N2CCN(C)CC2)cc1,-11,-4
COCCCn1c(SCC(N)=O)nnc1-c1ccccc1,-2,-7
CCOc1cc(-c2c(C#N)c(N)nc3c2CCCC3C)ccc1O (centres undefined),6,6
CCC1CCCCN1CCCNC(=O)Cn1cnc2sc(C)c(S(=O)(=O)N3CC(C)CC(C)C3)c2c1=O (centres undefined),14,-5
O=C(c1ccc(Cl)cc1)c1coc2ccc(O)cc12,-3,9
CCn1cc(C(=O)NCc2cccs2)c(=O)c2ccc(C)nc21,-11,-8
CCCCSCc1ccc(C(=O)O)o1,-18,-10
COC(=O)c1ccc(-n2cncn2)c(F)c1,-11,-10
Cc1cccc(CSc2cccc3cccnc23)c1,-1,38

# Reformatted: 4 of the compounds above
# Every second line gives: RAD54 inh	esBAF inh
O=C(CC(=O)NCc1cccnc1)NCc1cccnc1
→ 5	-3
COc1cc(-c2nnc(SC(C)C(=O)Nc3c(C)n(C)n(-c4ccccc4)c3=O)o2)cc(OC)c1OC (centres undefined)
→ -4	2
CN(C)C(=S)NC1(C)CCS(=O)(=O)C1 (centres undefined)
→ -5	-4
Cc1ccc2nc(C)cc(N3CCOCC3)c2c1
→ 10	2

# Further results.
SMILES,RAD54 inh,esBAF inh
O=C1C2C(c3ccccc3)C=CC(c3ccccc3)C2C(=O)N1C1CCCCC1 (centres undefined),4,-7
COc1ccc(C2=Nn3c(nnc3-c3ccccc3OC)SC2)cc1OC,5,-7
COc1ccc(-c2cn3cccnc3n2)cc1NC(=O)CC(C)C,-1,1
N#CCCn1c(-c2nonc2NC(=O)c2ccccc2Cl)nc2ccccc21,-3,2
CCCOc1ccccc1N/C(=N/c1nc(C)cc(C)n1)NC(=O)COc1ccc(OC)cc1,-5,-43
O=C(Cn1cnc2cc(Cl)ccc2c1=O)Nc1ccc2c(c1)OCO2,-10,1
COc1cc2c(cc1OC)C(COc1ccc3c(C)cc(=O)oc3c1)N(C(=O)c1ccco1)CC2 (centres undefined),0,-6
CN(C)CCN(Cc1ccccc1)c1ccnc(N(C)C)c1C#N,-2,0
Cc1ccc(/C=C/C(=O)N2CCc3ccccc3C2)cc1,0,48*
COc1ccc(NC(=O)Nc2ccc3nccnc3c2)cc1,9,55*
O=C(OCN1C(=O)c2ccccc2C1=O)C1CCCCC1,-2,-4
O=C(c1ccco1)N(Cc1cccs1)C1CCS(=O)(=O)C1 (centres undefined),-2,-10
CCOc1cc(S(=O)(=O)NC2CCCC2)ccc1Cl,1,-4
COc1ccc(C2C(C(C)=O)=C(O)C(=O)N2Cc2cccnc2)cc1 (centres undefined),-3,-5
CCOC(=O)C1C(c2ccc3c(c2)OCO3)NC(=O)NC1(O)C(F)(F)F (centres undefined),3,-6
O=C(CSc1nc2ccccc2s1)N1CCOCC1,-1,18
CC(C)Sc1nc(NCc2ccco2)c2c3c(sc2n1)COC(C)(C)C3,12,36
CCOC(=O)c1nc(N)c(=O)n(-c2ccccc2)n1,-22,-4
COCCNC(=O)c1c[nH]c2ccc(S(=O)(=O)N3CCC4(CC3)OCCO4)cc2c1=O,5,9
CCOc1ccc(-n2c(C)nc3c(cnn3-c3ccc(Cl)cc3)c2=O)cc1,-7,8
COc1ccc(C[C@H]2CN3C(=NC[C@H]3Cc3ccccc3)N2CCNC(=O)c2ccc(C)c(Br)c2)cc1,13,-61
COc1ccc(CC(=O)NC2=NCCS2)cc1,11,-1
O=C(Cn1c(C(F)(F)F)nc2ccccc21)c1ccc(Br)cc1,0,7
CCc1nn2c(=O)cc(CSCC(=O)Nc3ccccc3Cl)nc2s1,2,-5
CCOc1ccc(Nc2c3c(nc4ncnn24)CC(C)CC3)cc1 (centres undefined),5,1
# The results go on:
SMILES,RAD54 inh,esBAF inh
CS(=O)(=O)N1CCCC(C(=O)NCCCN2CCC(Cc3ccccc3)CC2)C1 (centres undefined),-7,-3
Cc1cc(C(=O)C(=O)NC(C)C)c(C)n1-c1ccc([N+](=O)[O-])cc1,-1,9
COc1ccc(C(O)c2nccn2Cc2ccccc2)cc1 (centres undefined),-2,11
CCCC(=O)n1nc(-c2ccco2)nc1SCc1ccccc1,-5,34
COc1ccc(C(C(=O)NC2CCCCC2)N(C(=O)c2sc(C)nc2C)c2ccccc2C)cc1 (centres undefined),3,3
CCN1C(=O)/C(=C\c2cccs2)C(C(=O)OC)=C1C,-2,7
CCOC(=O)c1sc(NC(=O)CN2C(=O)c3cccc4cccc(c34)C2=O)nc1C,-8,-4
CCc1cc2c(-n3nc(C)cc3C)ncnc2s1,-1,2
NS(=O)(=O)c1cccnc1Nc1cccc(Cl)c1Cl,1,5
COC(=O)c1c(NC(=O)CN2CCOCC2)sc2c1CCC(C)C2 (centres undefined),0,62*
CCN1CCN(c2cc(C)c3cc(NC(=O)c4ccc(Br)o4)ccc3n2)CC1,46,15
Cc1ccnc(NC(=O)CCC(=O)N(CC(=O)NC2CCCCC2)c2ccc3c(c2)OCO3)c1,-2,-4
COc1cc(C)c(C)cc1S(=O)(=O)N1CCCCC1c1cccnc1 (centres undefined),-6,-6
COc1cc2nc(CN(CCC(C)C)Cc3nc4cc(OC)c(OC)cc4c(=O)[nH]3)[nH]c(=O)c2cc1OC,-5,-1
O=C(CN(C(=O)C1COc2ccccc2O1)c1ccccc1)NCC1CCCO1 (centres undefined),-4,5
CCOc1ccccc1CNC(=O)Cn1ccc2cc(S(=O)(=O)N3CCC(C)CC3)ccc21,7,-4
O=C(COC(=O)c1cccc(S(=O)(=O)N2CCOCC2)c1)Nc1ccc2c(c1)OCO2,-8,-9
Cc1ccc(C2CC(C(F)F)n3ncc(C(=O)Nc4cnn(Cc5ccccc5C)c4)c3N2)cc1 (centres undefined),-10,7
COc1ccccc1C(=O)N1CCCC1(C#N)c1ccccc1 (centres undefined),11,-10
O=c1c2c3n(c(=O)nc2[nH]n1-c1ccccc1)CCCCC3,2,6
COC(=O)c1c(-c2ccc(Br)cc2)csc1NC(=O)Cc1ccc(OC)c(OC)c1,-11,-7
COc1cccc(N(C(=O)c2ccco2)C(C(=O)NC2CCCC2)c2ccc(N(C)C)cc2)c1 (centres undefined),8,2
COc1cccc(-c2nnc(NC(=O)c3ccc(S(=O)(=O)N(CC(C)C)CC(C)C)cc3)o2)c1,2,-11
CC(CC(=O)NC1CCSC1=O)c1ccccc1 (centres undefined),4,-8
COc1ccc(CN2CCC(C(=O)N(C)CCc3ccc(OC)c(OC)c3)CC2)c(OC)c1,4,-6

# Looked up one by one from the list above (seven):
SMILES,RAD54 inh,esBAF inh
CCCC(=O)n1nc(-c2ccco2)nc1SCc1ccccc1,-5,34
COc1ccc(CN2CCC(C(=O)N(C)CCc3ccc(OC)c(OC)c3)CC2)c(OC)c1,4,-6
Cc1cc(C(=O)C(=O)NC(C)C)c(C)n1-c1ccc([N+](=O)[O-])cc1,-1,9
O=C(CN(C(=O)C1COc2ccccc2O1)c1ccccc1)NCC1CCCO1 (centres undefined),-4,5
CCOC(=O)c1sc(NC(=O)CN2C(=O)c3cccc4cccc(c34)C2=O)nc1C,-8,-4
CC(CC(=O)NC1CCSC1=O)c1ccccc1 (centres undefined),4,-8
COC(=O)c1c(NC(=O)CN2CCOCC2)sc2c1CCC(C)C2 (centres undefined),0,62*

# Given with each value named: two of the compounds above
> CC(CC(=O)NC1CCSC1=O)c1ccccc1 (centres undefined)
  RAD54 inh: 4
  esBAF inh: -8
> COc1ccc(CN2CCC(C(=O)N(C)CCc3ccc(OC)c(OC)c3)CC2)c(OC)c1
  RAD54 inh: 4
  esBAF inh: -6
